Bioassay records: PubChem, The Scripps Research Institute Molecular Screening Center
GSTO1 inh – blocks human GSTO1 in RBBP9 counter-screen | P78417 | recombinant GSTO1, activity-based probe fluorescence polarization | inhibition, % at 5.96 µM | actives 1.1% (n = 300,000);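 active means inhibition above the campaign mean inhibition plus 3 SD, cut at about 35% in these data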;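 further: 0% = GSTO1-1 with DMSO and 100% = wells lacking GSTO1-1 enzyme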
PAFAH1B3 inh – blocks human PAF acetylhydrolase 1B catalytic subunit 3; Q15102; recombinant PAFAH1B3, FP-rhodamine probe, fluorescence polarization; inhibition, % at 3.39 µM; actives 0.28% (n = 340,000); AID 492972;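 active means inhibition above the screen-wide average of all tested compounds plus 3 SD, cut at about 25% in these data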;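 further: 0% = enzyme with DMSO only and 100% = wells lacking PAFAH1B3 protein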
LYPLA1 counter – LYPLA1 (human) inhibition in PME1 counter-screen; recombinant LYPLA1, FP-Rh probe fluorescence polarization; inhibition, % at 5.9 µM; actives 0.16% (n = 320,000);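 active means inhibition above the mean of all tested compounds plus 3 SD, set per campaign, cut at about 14% in these data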;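 further: inhibitors block serine hydrolase probe labeling of LYPLA1 so polarization falls; 0% = enzyme with DMSO and 100% = wells lacking LYPLA1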
Target sequence (O75608 whole entry, looked up): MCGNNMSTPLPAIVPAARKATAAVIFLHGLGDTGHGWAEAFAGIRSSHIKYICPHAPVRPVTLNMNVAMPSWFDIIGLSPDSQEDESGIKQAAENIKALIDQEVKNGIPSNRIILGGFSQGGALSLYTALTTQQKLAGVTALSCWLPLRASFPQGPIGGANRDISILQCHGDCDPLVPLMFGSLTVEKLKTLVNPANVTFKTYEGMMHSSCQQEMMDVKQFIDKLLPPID
PAFAH1B2 inh – PAFAH1B2 (human) inhibition; recombinant PAFAH1B2, FP-rhodamine activity probe, fluorescence polarization; inhibition, % at 3.39 µM; actives 1.2% (n = 340,000); AID 492953;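 active means inhibition above the mean of all tested compounds plus 3 SD, cut at about 24% in these data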;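 further: 0% = enzyme with DMSO and 100% = wells lacking PAFAH1B2; many of its hits are not listed in these tables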
Target sequence (P68402 whole entry, looked up): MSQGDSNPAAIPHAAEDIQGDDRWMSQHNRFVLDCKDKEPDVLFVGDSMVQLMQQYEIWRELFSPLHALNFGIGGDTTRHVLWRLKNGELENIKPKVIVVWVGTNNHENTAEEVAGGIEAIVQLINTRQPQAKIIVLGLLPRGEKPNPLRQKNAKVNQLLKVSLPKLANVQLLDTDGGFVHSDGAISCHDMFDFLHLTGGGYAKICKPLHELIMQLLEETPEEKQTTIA
PAD4 FP inh – inhibitors of human PAD4. Q9UM07. recombinant PAD4, RCA probe fluorescence polarization. inhibition, % at 6.36 µM. actives 0.41% (n = 330,000);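 active means percent inhibition above a cutoff equal to the mean of all tested compounds plus 3 SD, cut at about 15% in these data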;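 further: 0% = PAD4 with RCA probe and DMSO and 100% = probe without PAD4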
PREPL inh – inhibits the human prolyl oligopeptidase-like enzyme; Q4J6C6; recombinant PREPL, fluorescence polarization activity-based probe; inhibition, % at 5.96 µM; actives 0.68% (n = 320,000); in the data active means inhibition above about 43%;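 further: 0% = enzyme with DMSO and 100% = wells lacking enzyme; many of its hits are not listed in these tables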
pPAFAH inh – inhibitors of human plasma PAF acetylhydrolase (pPAFAH). recombinant pPAFAH, FP-rhodamine probe fluorescence polarization. inhibition, % at 3.39 µM. actives 1.5% (n = 330,000). AID 463082;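 active means inhibition above the mean inhibition across the screen plus 3 SD, cut at about 25% in these data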;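 further: inhibitors block binding of the rhodamine activity-based probe so polarization drops; 0% = enzyme with DMSO and 100% = wells lacking pPAFAH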
LYPLA2 inh – counter-screen for PME1 inhibitors: inhibitors of human LYPLA2; O95372; recombinant LYPLA2, FP-Rh probe fluorescence polarization; inhibition, % at 5.9 µM; actives 0.38% (n = 320,000); AID 2177;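 active means inhibition above the screen-wide mean plus 3 SD, limit set per campaign, cut at about 26% in these data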;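 further: 0% = LYPLA2 with DMSO and 100% = wells lacking LYPLA2 enzyme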
PME-1 primary – blocks human protein phosphatase methylesterase 1; actives 0.53% (n = 320,000); Q9Y570; recombinant PME-1, FP-Rh probe fluorescence polarization; inhibition, % at 5.9 µM;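 active means inhibition above the campaign mean of all compounds plus 3 SD, cut at about 26% in these data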;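 further: competitive labeling of PME-1 active site by serine hydrolase directed probe; 0% = PME-1 with DMSO and 100% = wells lacking PME-1 enzyme; inhibitors block probe labeling so polarization falls and inhibition rises; many of its hits are not listed in these tables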
Target sequence (Q9Y570 whole entry, looked up): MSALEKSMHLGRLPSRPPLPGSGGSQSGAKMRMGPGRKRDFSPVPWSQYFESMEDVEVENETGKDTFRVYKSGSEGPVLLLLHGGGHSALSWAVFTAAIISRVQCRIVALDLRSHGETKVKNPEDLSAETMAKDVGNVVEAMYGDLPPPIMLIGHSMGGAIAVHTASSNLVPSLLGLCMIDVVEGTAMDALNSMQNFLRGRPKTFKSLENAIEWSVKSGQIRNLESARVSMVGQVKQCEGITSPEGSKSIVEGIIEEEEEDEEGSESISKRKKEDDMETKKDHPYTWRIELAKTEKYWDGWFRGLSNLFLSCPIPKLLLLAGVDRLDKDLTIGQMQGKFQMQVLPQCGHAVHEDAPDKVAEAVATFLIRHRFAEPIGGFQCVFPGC
Starred values were filed as active, the others as inactive; . = no result given; & = joins results of further samples. Some of the compounds tested; the hit share may differ from the screen's.

No.	molecule	GSTO1 inh	PAFAH1B3 inh	LYPLA1 counter	PAFAH1B2 inh	PAD4 FP inh	PREPL inh	pPAFAH inh	LYPLA2 inh	PME-1 primary
1	CCCc1cc2c(=O)c(-c3ccccn3)coc2cc1OC	3	-5	-1	1	-2	4	9	5	5
2	O=C(NCC(=O)N1CCN(S(=O)(=O)c2ccccc2F)CC1)c1ccc(Br)o1	2	7	-1	0	0	-12	2	0	1
3	C=CCN(C(=O)Cn1c(C(=O)OC)cc2oc(C)cc21)c1ccccc1	0	6	0	-2	-1	13	-3	7	1
4	CN(C)C(CNC(=O)c1ccc(C(=O)c2ccccc2)cc1)c1ccccc1 (configuration not stated)	-3	-4	3	4	1	-9	0	0	4
5	Cc1ccc(-c2c(C)n([O-])c3c([n+]2=O)CCCCC3)cc1	5	8	-5	4	0	-1	7	-6	1
6	Cc1nc(NCc2ccco2)[nH]c(=O)c1CCC(C)C	-2	6	-3	-2	-3	12	-1	-1	-3
7	Cc1noc(C)c1S(=O)(=O)N(C)C[C@H]1Oc2c(NC(=O)NC(C)C)cccc2C(=O)N([C@H](C)CO)C[C@@H]1C	.	4	.	0	-1	11	-1	.	.
8	Cc1ccccc1-c1nc(CS(=O)CC(=O)NC2CCCCC2)c(C)o1 (configuration not stated)	-3	1	4	2	5	7	8	9	5
9	CC(=O)Nc1ccc(NC(=O)CC(C)n2ccnc2)cc1 (configuration not stated)	4	-3	2	0	-1	14	3	-1	-6
10	C=CCn1c(SCc2nc(N)nc(N(C)C)n2)nnc1-c1cccnc1	5	6	0	-4	1	-4	2	-2	-4
11	C=CCNC(=O)C12CC3(C)CC(C)(CC(C)(C3)C1)C2	1	-2	1	-2	-1	-18	-1	2	-2
12	CCCCn1c(=O)nc2n(-c3ccc(OC)cc3)c3ccccc3cc-2c1=O	-3	1	0	2	-1	3	2	-8	-2
13	Cc1ccc2nc(C)c3c(c2c1)N(c1ccc(F)cc1)CC3	10	.	-1	.	3	15	0	1	-2
14	Cc1ccc(NC(=O)c2ccc(S(=O)(=O)NCc3cccnc3)cc2)cc1C	0	6	-2	1	0	-6	3	0	5
15	CCC(=O)N1CCN=C1SCc1ccccc1	11	10	-1	0	1	1	1	0	4
16	Cc1cccc(NC(=O)CCNS(=O)(=O)c2ccc3[nH]c(=O)oc3c2)c1	2	4	1	1	0	8	-1	-5	-3
17	CC(=O)Nc1ccc(C2=NNC(=NCC3CCCO3)SC2)cc1 (configuration not stated)	2	5	-7	-1	13	22	10	-4	0
18	COc1ccc(Cl)cc1S(=O)(=O)N1CCC(C(=O)NCCC2=CCCCC2)CC1	-2	0	1	10	3	25	3	-3	11
19	CC(C)OC(=O)c1ccc(N2CCN(c3ccc(F)cc3)CC2)nc1	0	4	2	5	3	16	4	1	3
20	Cn1c(Cl)cnc1C1CC(=O)c2cc(Cl)ccc2O1 (configuration not stated)	6	5	-6	6	-4	-12	0	-9	5
21	CCOC(=O)C1=C(CN2CCSCC2)NC(=O)NC1c1cccc([N+](=O)[O-])c1 (configuration not stated)	10	1	-2	8	0	6	1	-6	8
22	COc1ccc(N(CC(=O)NC2CCCC2)C(=O)c2csnn2)cc1	0	12	3	6	2	6	-3	5	2
23	COCCNC(=O)/C(C#N)=C/c1ccc(OCC(=O)NC2CCCCC2)cc1	-2	1	-3	5	1	6	7	11	-2
24	O=S1(=O)CCN2C(c3ccc4c(c3)CCCC4)=CSC2=N1	0	6	-1	-6	-1	-25	-6	-3	0
25	CCOc1ccc(OCc2cccc(C(=O)N(CC)CC)c2)cc1	2	7	-4	6	1	-5	2	0	-4
26	O=C(Oc1ccc(Cl)cc1)N1CCCCC1	8	4	-1	6	2	12	0	4	-3
27	Cc1ccn(-c2cccc(-n3ccc(C)n3)n2)n1	3	11	3	-1	2	-2	0	3	6
28	Cc1ccc(C(=O)CC(=O)c2ccccc2)cc1	1	6	-2	-1	-1	-3	3	-6	-5
29	COc1ccccc1C(=O)NCC(C)(C)CN=C1NS(=O)(=O)c2ccccc21	5	5	0	5	4	-10	-1	-6	2
30	COc1ccc(CCn2c(C)c(C(C)=O)c3cc(OC(=O)c4ccco4)ccc32)cc1OC	5	3	-4	5	-3	8	5	-4	-2
31	COc1ccc(CN2CCN(C3CCSCC3)CC2CCO)c(C)c1C (configuration not stated)	0	8	1	2	-1	13	-3	7	-3
32	c1ccc(-c2c(-c3ccccc3)n(Cc3ccco3)c3ncnc(NCCCn4ccnc4)c23)cc1	11	3	3	5	-4	26	20	1	12
33	Cc1cc(C(F)(F)F)nc(-n2cc(-c3ccccc3)nn2)n1	13	5	1	3	-1	11	-3	8	2
34	CCOC(=O)C1C(=O)C=C(c2ccc(C)cc2)CC1c1ccco1 (configuration not stated)	14	1	3	3	-3	6	9	8	-7
35	CCN(CC)c1ccc(NC(=O)C2CC3CCC2C3)cc1 (configuration not stated)	-2	-4	-2	5	-4	11	5	-3	5
36	CCOc1ccccc1NC(=O)c1ccc2c(c1)C(=O)N(CC(C)C)C2=O	-1	11	0	4	-2	0	7	3	0
37	COC(=O)c1ccccc1COn1c(=O)c(C)[n+]([O-])c2ccccc21	0	1	-1	-2	-7	3	-2	-5	-2
38	CCc1ccc(C(=O)N2CCC(c3nc4ccccc4s3)CC2)cc1	-1	2	0	-1	-1	-5	3	49*	2
39	O=C(Cn1c[n+](CC(=O)c2ccc([N+](=O)[O-])cc2)cn1)c1ccc([N+](=O)[O-])cc1	13&13	3&13	-2&-2	6&6	-3&1	5&41	3&0	7&1	6&5
40	CC1CCC2(CC1)NC(=O)N(Cc1cccc(C(F)(F)F)c1)C2=O (configuration not stated)	5	-2	1	7	-1	0	0	3	1
41	CCOCCCNC(=O)Cn1nc(Cc2ccncc2)c2ccccc2c1=O	4	11	-2	8	2	-3	2	-1	6
42	COc1ccccc1NC(=S)NC(=O)CCc1ccccc1	2	7	-3	8	-4	-2	-3	5	4
43	CC1(C)C(=S)N(Cc2ccccc2)c2ccccc21	-1	8	-5	7	-2	-5	4	-4	1
44	Cc1ccc(-c2c[n+]3c(n2-c2ccccc2)CCC3)cc1	3	3	0	-1	-4	11	0	1	-2
45	COc1ccc(C(=O)Nc2ccccc2NC(=O)c2ccc(OC)cc2)cc1	1	5	-5	3	-2	-1	0	1	-4
46	Cc1cc(C)n(-c2ccc(Cl)c(C(=O)O)n2)n1	10	3	-3	0	-4	-2	0	-1	-5
47	COc1ccc(C)cc1NC(=O)COC(C)=O	3	1	6	3	-4	9	2	6	-6
48	O=C1N=c2ccccc2=C1c1[nH]c(=S)[nH]c1O	6	8	-3	-3	0	8	4	-7	4
49	CCOC(=O)c1ccc(NC(=O)N2C3CCCC2CC(NC(C)=O)C3)cc1 (configuration not stated)	1	10	-1	0	-5	12	-1	2	3
50	Cc1ccc(NC(=O)c2ccc(Cl)c(S(=O)(=O)NCc3ccco3)c2)c(O)c1	.	10	.	2	-2	-2	9	.	.
51	Cc1cc(C)c(/C([O-])=C(/C(=S)Nc2ccc(SC(F)F)cc2)[n+]2ccccc2)cc1C	-6	12	1	5	-6	8	-1	-1	-3
52	Cc1cc(C)c(-n2nnnc2SCC(=O)c2cccs2)c(C)c1	0	9	-2	3	2	-6	6	-3	0
53	Cc1ccc(C)c(N2CCN(C(=O)CCc3nc(-c4cccc(Cl)c4)no3)CC2)c1	.	3	.	6	0	.	6	.	.
54	O=C(Nc1ccc(CN2CCOCC2)cc1)c1ccc2ccccc2c1	-14	-3	-3	3	-3	10	-6	0	2
55	CCOC(=O)c1cnn(C)c1NC(=O)c1ccc(Cl)cc1Cl	-5	4	0	5	0	15	-1	3	-4
56	C=C(C)COc1ccc(-c2n[nH]c(C)c2-c2ccccc2)c(O)c1	5	-2	-5	4	-1	10	13	1	-3
57	CC(=O)COc1cc(C)cc2oc(=O)cc(-c3ccccc3)c12	9	2	1	-10	-4	-2	5	-3	0
58	O=C(Nc1ccccc1N1CCN(C(=O)c2ccc(Cl)cc2)CC1)c1ccc([N+](=O)[O-])o1	8	12	1	4	0	22	5	9	5
59	COC(=O)CNC(=O)COC(=O)c1ccc(OC)c([N+](=O)[O-])c1	4	10	-4	3	-2	-4	-2	-2	-10
60	COCCN(C(=O)COC(=O)CSc1ccc2ccccc2c1)c1c(N)n(Cc2ccccc2)c(=O)[nH]c1=O	6	4	-1	24	-6	2	8	10	-1

Carrying on.
No.	molecule	GSTO1 inh	PAFAH1B3 inh	LYPLA1 counter	PAFAH1B2 inh	PAD4 FP inh	PREPL inh	pPAFAH inh	LYPLA2 inh	PME-1 primary
61	Cc1cc(C)cc(NC(=O)c2ccc(S(=O)(=O)N(C)CC3CCCO3)cc2)c1 (configuration not stated)	4	9	-6	1	-2	3	5	-5	-1
62	CCN(CC)C(=O)CSc1nc(-c2ccco2)cc(C(F)(F)F)c1C#N	1	2	3	2	-6	-4	2	15	1
63	Cc1cc(=O)oc2c1c(C(F)(F)F)nn2-c1ccccc1	2	.	1	.	0	16	-3	2	9
64	CNCCCOc1cc(C)cc(C)c1C	0	-1	0	4	2	-7	-4	-1	2
65	CC1CCN(S(=O)(=O)c2cc([N+](=O)[O-])ccc2Cl)CC1	19	2	-2	12	-1	11	-6	-7	12
66	CN(C)c1ccc2c3c(cccc13)C(=O)N(c1ccccc1)C2=O	-8	.	2	.	-2	1	7	7	8
67	COc1ccccc1-c1nc(S(=O)(=O)c2ccccc2)c(N2CCCCC2)o1	4	3	2	-7	5	1	2	2	4
